LmPK inhibitor – LmPK (Leishmania mexicana) enzyme inhibition; Q27686; purified LmPK, Kinase-Glo ATP luminescence, 1 h; AID 1721; 290,000 compounds, 0.37% hits; Potency, µM (series often up to 57.5 µM), for inactives: top-dose activity change, negative = inhibition, most hits filed as inhibitors; note: potency is the fitted concentration of half-maximal effect
Target sequence (Q27686 whole entry, looked up): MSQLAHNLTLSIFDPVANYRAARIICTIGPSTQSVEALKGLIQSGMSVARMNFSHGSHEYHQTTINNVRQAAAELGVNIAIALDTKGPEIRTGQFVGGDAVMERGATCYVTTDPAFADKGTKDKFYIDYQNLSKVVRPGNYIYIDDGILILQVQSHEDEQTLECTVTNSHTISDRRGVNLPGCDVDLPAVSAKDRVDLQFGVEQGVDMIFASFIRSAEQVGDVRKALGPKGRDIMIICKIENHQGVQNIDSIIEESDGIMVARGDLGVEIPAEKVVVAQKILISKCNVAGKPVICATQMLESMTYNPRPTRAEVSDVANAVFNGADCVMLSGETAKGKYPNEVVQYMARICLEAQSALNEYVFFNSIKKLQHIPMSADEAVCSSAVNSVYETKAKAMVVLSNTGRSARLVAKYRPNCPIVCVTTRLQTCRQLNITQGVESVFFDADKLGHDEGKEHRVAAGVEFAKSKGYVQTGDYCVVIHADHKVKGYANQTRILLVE
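Kinase-Glo luminescence read after 1 h RT reaction of 0.1 nM LmPK with 0.5 mM PEP and 0.1 mM ADP. Activity scaled between uninhibited and enzyme-free controls.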
HCV inh – blocks hepatitis C virus; Potency, µM (titrated, usually from 41.8 µM), for inactives: top-dose activity change, negative = inhibition, actives largely listed as inhibitors; 340,000 compounds, 3.4% hits; AID 651820; Huh7.5.1 HCVcc-Cre infection, luciferase reporter, 44 h; note: potency is the fitted concentration of half-maximal effect
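After 44 h co-culture of compound, cells and HCVcc-Cre (~0.5 moi), substrate is added for 15 min at room temperature and luciferase measured over 15 sec. Cells were seeded at 1,000/well and pre-cultured 4 h.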
AmpC inh no detg – AmpC beta-lactamase inhibition without detergent. P00811. AmpC nitrocefin hydrolysis, absorbance 480 nm, 0.0001% Triton. 330,000 compounds, 0.52% hits. Potency, µM (titrated, usually from 57.1 µM), for inactives: top-dose activity change, negative = inhibition, hits mostly inhibitors. AID 485341;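 note: potency is the fitted concentration of half-maximal effect; plate controls were no compound for no effect and no enzyme for full effect; nearly all actives have a fitted effect of over 20% in size; some results filed as inactive show a strong effect at the top dose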
Target sequence (P00811 whole entry, looked up): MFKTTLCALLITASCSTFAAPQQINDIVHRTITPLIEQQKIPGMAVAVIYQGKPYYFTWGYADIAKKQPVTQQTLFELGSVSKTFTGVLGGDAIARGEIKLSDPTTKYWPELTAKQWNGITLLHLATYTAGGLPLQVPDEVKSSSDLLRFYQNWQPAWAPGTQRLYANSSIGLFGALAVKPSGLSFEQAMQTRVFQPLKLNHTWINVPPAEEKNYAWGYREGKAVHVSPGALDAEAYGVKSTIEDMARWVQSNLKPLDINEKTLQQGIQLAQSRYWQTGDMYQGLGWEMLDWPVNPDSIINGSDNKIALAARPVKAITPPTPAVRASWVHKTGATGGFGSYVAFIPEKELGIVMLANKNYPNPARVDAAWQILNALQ
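AmpC (5.3 nM in the dispensed reagent) in 20 mM phosphate pH 7.0 with 0.01% (detergent screen) or 0.0001% Triton X-100 was preincubated with compounds for 15 min at room temperature. Nitrocefin was then added from an 800 uM solution, and hydrolysis was followed at 480 nm.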
TbPYK inhibitor – blocks Trypanosoma brucei pyruvate kinase. TbPYK enzyme, Kinase-Glo Plus ATP luminescence, 45 min. Potency, µM (doses to about 76.8 µM), for inactives: at the top dose activity, negative = inhibition, most hits filed as inhibitors. 410,000 compounds, 0.12% hits. AID 624173; note: potency is the fitted concentration of half-maximal effect; nearly all actives have a fitted effect of over 50% in size
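Luminescent Kinase-Glo Plus end-point after 45 min room-temperature reaction of T. brucei pyruvate kinase started with 130 uM ADP (final). Buffer TEA 50 mM pH 7.2 with KCl, MgCl2, BSA, Tween-20; titration-based qHTS with fitted concentration-effect curves.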
AMA1 RON2 block – AMA1-RON2 (P. falciparum) interaction inhibition | 360,000 compounds, 0.2% hits | AlphaScreen AMA1-biotinylated RON2 peptide binding | Potency, µM (series often up to 58.2 µM), for the others: top-dose activity change, negative = inhibition, hits mostly inhibitors;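 note: potency is the fitted concentration of half-maximal effect; 0% = vehicle wells and -100% = peptide control; nearly all actives have a fitted effect of over 45% in size; some results filed as inactive show a strong effect at the top dose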
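AMA1 (3D7) with his tag at 25 nM final met compounds first, then biotinylated RON2 peptide at 25 nM; detection used donor plus acceptor beads, 10 µg/mL apiece, read by AlphaScreen after 30 min at room temperature.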
HCMV inh – human cytomegalovirus inhibition | HFF cells, HCMV-luciferase reporter, 72 h; hits give low values | activity change, negative = inhibition, % at 57.5 µM | 410,000 compounds, 4.5% hits | AID 1259415; in the data active = activity change below about -60%; inconclusive = no clear call, values can overlap the other calls; inactive = above about -39%
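Compounds were evaluated in HFFs infected with an HCMV luciferase reporter virus (MOI 1 PFU/cell). Luciferase in lysates collected 72 h post infection served as the replication measure.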
AmpC detergent – inhibitors of E. coli AmpC beta-lactamase with detergent. 370,000 compounds, 0.041% hits. Potency, µM (highest dose often 114 µM), for the others: at the top dose activity change, negative = inhibition, actives largely listed as inhibitors. AmpC hydrolysis of nitrocefin, absorbance 480 nm, 0.01% Triton. P00811;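 note: potency is the fitted concentration of half-maximal effect; 0% = no-compound wells and -100% = no-enzyme wells; nearly all actives have a fitted effect of over 25% in size; some results filed as inactive show a strong effect at the top dose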
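20 mM phosphate pH 7.0 + 0.01% (detergent screen) or 0.0001% Triton X-100; 5.3 nM AmpC reagent; cpd preinc 15 min RT; nitrocefin (800 uM stock) to start; A480 q20 s × 4 min; Activity was normalised to no-enzyme and no-compound control wells.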
* marks the source's active call; other numbers are inactive results; ? = inconclusive; . = no result given; [ ] = remark or other dose. Unless noted, calls come from the whole dose curve; as a rule, active = well fitted curve in the direction sought with a large enough effect; inconclusive = small, poorly fitted or top-dose-only effect, or another doubt; inactive = no such curve, though single readings can be large; an effect the other way counts as inactive or inconclusive. Unless noted, % is set by controls: 0 for no effect and ±100 for the full control effect. Rows are unselected; about 7.5% have a hit in one of these screens.

SMILES	LmPK inhibitor	HCV inh	AmpC inh no detg	TbPYK inhibitor	AMA1 RON2 block	HCMV inh	AmpC detergent
CCOc1cc(/C=N/NC(N)=O)ccc1OCC(=O)Nc1ccc(C)c(C)c1	0%	?	-6%	0%	-5%	-28	-3%
Cn1ncc([N+](=O)[O-])c1C(=O)Nc1ccccc1Cl	-7%	17%	-10%	3%	0%	-25	?
O=C(NCCCn1ccnc1)c1cccnc1	-6%	11%	-9%	-5%	9%	26	-8%
CCC(=O)N1c2ccccc2NC2=C(C(=O)CCC2)C1c1ccc(N(C)C)cc1 (stereo unspecified)	0%	12%	2%	-27%	3%	45	-1%
CC(C)Sc1nnc(-c2ccc(S(=O)(=O)N3CCOCC3)cc2)n1C	-8%	-3%	10%	2%	7%	-13	4%
CCOC(=O)c1cc(-c2ccccc2)sc1NC(=O)C(C)Sc1nnc(C)s1 (stereo unspecified)	4%	?	117%[activator]	-3%	-9%	-38	10%
CC(C)NC(=O)CN1C(=O)NC(CCc2ccccc2)C1=O (stereo unspecified)	0%	2%	-8%	-8%	16%	-15	?
COC(=O)c1c(-c2cc(OC)cc(OC)c2)sc2ccc(OC)cc12	.	13µM*	37%	-2%	21%	1	.
Cc1cc(C)c(C)c(C(=O)COC(=O)CNC(=O)CNC(=O)c2ccco2)c1C	-1%	5%	31%	-6%	-14%	3	1%
CCOC(=O)C1=C(C)NC(=O)NC1c1ccc(OC(C)C(=O)O)c(OC)c1 (stereo unspecified)	4%	-6%	-24%	1%	5%	12	-7%
O=C(CCS(=O)(=O)c1nc(-c2cccs2)cc(C(F)(F)F)n1)Nc1ccc(Br)cc1	.	.	.	-4%	.	-98*	6%
CC1(C)Cc2c(sc(NC(=O)C(=O)N3CCCC3)c2C(=O)O)CO1	-1%	12%	-19%	0%	119%[activator]	-24	2%
NC(N)=N/N=C/c1ccccc1Cl	-1%	-11%	-9%	-3%	-6%	-14	-6%
O=C(c1ccc(Cl)c(S(=O)(=O)N2CCOCC2)c1)N(Cc1ccco1)Cc1cccs1	.	?	27%	1%	-10%	-9	-11%
CC1CCCN(S(=O)(=O)Cc2ccc(Cl)cc2)C1 (stereo unspecified)	-6%	-3%	-1%	-9%	-3%	1	-5%
COc1ccc(NC(=O)CSC2=Nc3ccccc3C3=NC(CC(=O)NCc4ccco4)C(=O)N23)cc1 (stereo unspecified)	.	.	.	0%	.	3	-3%
CC(=O)C1=NN(c2ccc(Cl)cc2)C(c2ccc3c(c2)OCO3)N(C(C)=O)N1C (stereo unspecified)	5%	?	68%[activator]	-2%	-14%	?	-5%
COc1ccccc1N1CCN(C(=O)c2cc(C(C)(C)C)oc2C)CC1	2%	-12%	114%[activator]	9%	-4%	?	7%
COc1ccc(NC(=O)c2cc3ccc4c5ccccc5[nH]c4c3cc2O)cc1	-6%	-14%	?	3%	?	-14	-8%
CCc1ccc(OS(=O)(=O)c2cn(C)c(=O)n(C)c2=O)cc1	2%	26%	-11%	0%	-3%	41	-8%
C#CCn1cc(C=C2C(=O)c3ccccc3C2=O)c2ccccc21	-1%	6%	-12%	0%	2%	25	-6%
CC1CCCCN1CCCNC(=O)Cn1ncc2c3ccccc3n(Cc3ccccc3F)c2c1=O (stereo unspecified)	.	.	.	1%	.	-74*	18%
Cc1ccc(-c2nnc(COC(=O)c3cccs3)o2)cc1	-4%	11%	-24%	-11%	9%	33	-3%
CCCCn1c(-c2csc3c2CCCC3)n[nH]c1=S	13µM*	-4%	-19%	?	12%	44	0%
Cc1sc(NC(=O)CN2CCOCC2)c(C(=O)c2ccccc2)c1C	-4%	-11%	91%[activator]	-8%	8%	12	-7%
CCOC(=O)C1CCCN(C2CC(=O)N(c3ccc(C)c(C)c3)C2=O)C1 (stereo unspecified)	3%	11%	32%	-7%	-2%	6	4%
N#CC1(P(=O)(c2ccccc2)c2ccccc2)CC1	-6%	16%	-4%	-13%	6%	40	-15%
Cc1ccnc(-n2sc3ccccc3c2=O)n1	-28%	1%	-45%	20µM*	-8%	-24	?
CN(C)S(=O)(=O)c1cccc(NC(=O)CSc2nc3ccccc3[nH]2)c1	-3%	?	-40%	-4%	11%	-61*	?
CC(C)OCCCNC(=S)N1CCC(C(=O)c2ccc3c(c2)OCCO3)CC1	8%	-20%	83%[activator]	0%	-8%	-29	7%
CC(=O)N1CC(=O)N(Cc2ccccc2)/C(=C/c2ccccc2)C1=O	6%	18%	-2%	-1%	-10%	-15	-8%
CCOc1cc(C2Nc3ccccc3C(=O)N2c2ccccc2OC)ccc1O (stereo unspecified)	5%	17%	-21%	0%	9%	0	-7%
O=[N+]([O-])c1cc(Oc2cccnc2)cc([N+](=O)[O-])c1	2%	10%	-15%	4%	-4%	-30	-17%
CCn1nc(C(=O)NCc2ccco2)c(Cl)c1Cl	-1%	-18%	-15%	-23%	3%	9	-14%
CCc1ccc(CN(C)C(=O)c2cc(COc3ccc(OC)cc3Cl)on2)nc1	-7%	-25%	144%[activator]	-5%	24%	72	6%
COc1cccc(CN(C)C(=O)Cc2ccc(OC)c(S(=O)(=O)N3CCOCC3)c2)c1	.	-1%	8%	-3%	0%	3	-22%
CN(C(=O)CSc1nnc(CNC(=O)c2ccccc2)o1)c1ccccc1	-2%	24%	0%	-1%	2%	42	1%
COc1cc(N=Nc2c(C)n(C)n(-c3ccccc3)c2=O)ccc1N	-1%	-4%	-20%	-2%	1%	?	8%
CC(C)(C)C(=O)COC(=O)C1=NN(c2ccccc2)C(=O)CC1	-3%	26%	8%	2%	-1%	61	-6%
C[C@@H](C(=O)Nc1ccc2c(c1)OCO2)n1c(=O)[nH]c2ccccc2c1=O	4%	-3%	-22%	1%	30%[activator]	52	5%
O=c1c2ccccc2cnn1Cc1ccc(Br)cc1F	-4%	-20%	-26%	-1%	-12%	9	?
CC1=C(C(=O)OC(C)C)C(c2cccnc2)C2=C(CC(C)(C)CC2=O)N1 (stereo unspecified)	2%	13%	-6%	-6%	?	1	2%
O=C(Cn1c(=O)n(-c2ccccc2)c(=O)c2c3c(sc21)CCCC3)Nc1ccccc1	.	.	.	6%	.	-3	0%
Cc1ccc(NC(=O)Cn2c(=O)n(-c3ccc(C)cc3)c(=O)c3c2cnn3C)cc1	.	.	.	-4%	.	9	-1%
C/C(CC(=O)Nc1c(C)cc(C)cc1C)=N\NC(=O)c1cnccn1	-3%	0%	0%	-2%	61%[activator]	-13	?
Cc1cccc(NC(=O)CSc2nnc(-c3ccccc3C)o2)c1	1%	?	-15%	-3%	-3%	223	-6%
COC(=O)[C@@]1(Cc2ccc(OC)cc2)[C@H]2c3cc(C(=O)N4CCCC4)n(CCSCCO)c3C[C@H]2CN1C(=O)c1ccccc1	3%	-12%	372%[activator]	-1%	-6%	.	1%
Cn1c(O)c(N=NC(=O)Cn2c(C(F)(F)F)nc3ccccc32)c2ccccc21	-2%	24%	-32%	0%	21%	-6	-3%
CCCCSc1nnc(-c2ccccc2NC(C)=O)c(=O)[nH]1	-5%	8%	-15%	-12%	24%	36	-5%
CCc1ccccc1NC(=O)CN1CCN(CC(=O)NCc2ccc(Cl)cc2)CC1	.	?	172%[activator]	5%	5%	-2	-6%
COc1cccc(C(=O)Nc2cc(-c3ccccc3)nn2-c2ccccc2)c1	.	.	.	-6%	.	-1	4%
CCC(=O)Nc1cccc(C(=O)N(Cc2ccccc2)Cc2ccccc2)c1	3%	?	16%	-8%	-1%	-10	?
Cc1cc(CN(C)Cc2c(C(=O)N3CCCCCCC3)nc3ccc(Cl)cn23)n[nH]1	0%	5%	68%[activator]	-1%	-14%	16	4%
Cn1c(=O)c2c(ncn2CCCNC2=CC(C)(C)CC(=O)C2)n(C)c1=O	-6%	14%	-5%	.	.	.	-2%
Cc1ccc(O)c(C(=O)c2cnc(/N=C(\N)N(C)C)nc2)c1	-5%	0%	-19%	-1%	-5%	-23	5%
Cc1nc(N2CCOCC2)c2c(C(=O)Nc3cccc(C(F)(F)F)c3)c(C)oc2n1	.	.	.	1%	.	-27	17%
Cc1ccc(C)c(-n2[nH]c3c4c(ccc3c2=O)C(=O)c2ccccc2C4=O)c1	-13%	?	-30%	-7%	-4%	-32	-12%
COc1ccc2nc(Nc3nc(-c4ccncc4)cs3)sc2c1	-3%	-22%	-11%	0%	39%[activator]	69	7%
CSc1ncccc1C(=O)N1CCN(S(=O)(=O)c2ccc3ccccc3c2)CC1	.	?	69%[activator]	0%	-1%	-83*	-9%
CC(=O)c1cccc(-c2ccnc3c2CC(C(=O)Nc2cccc(N(C)C)c2)O3)c1 (stereo unspecified)	.	.	.	0%	?	17	.
The list goes on:
SMILES	LmPK inhibitor	HCV inh	AmpC inh no detg	TbPYK inhibitor	AMA1 RON2 block	HCMV inh	AmpC detergent
CC1Sc2ccc(C(=O)N3CCCC(C(F)(F)F)C3)cc2NC1=O (stereo unspecified)	.	?	-38%	3%	0%	-25	-20%
Cn1cccc1/C=N/N1CCN(c2ccccc2)CC1	0%	14%	-16%[11.4 µM]	-14%	?	-39	9%
NC(=O)C1(N2CCCCC2)CCN(C(=O)Nc2ccc(Cl)c(Cl)c2)CC1	.	.	.	-2%	.	139	-1%
CSC(=NNC(=O)c1ccc(O)cc1)SC	?	16%	-1%	-14%	2%	24	-1%
